Bioassay records (PubChem)
USP1-UAF1 inh = USP1/UAF1 (human) deubiquitinase inhibition | O94782 | recombinant USP1/UAF1, Ub-Rhodamine cleavage fluorescence | Potency, µM (titrated, usually from 57.1 µM), inactives show at the highest dose activity change, negative = inhibition, hits mostly inhibitors | hit rate 0.23% among 390,000; note: potency is the fitted concentration of half-maximal effect; % is set by controls: 0 for no effect and ±100 for the full control effect; nearly all actives have a fitted effect of over 60% in size; inactives centre near -12
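High-throughput fluorogenic screen: 1nM USP1/UAF1 complex, Ub-Rho substrate 150nM final, 50mM HEPES pH 7.8 with 0.5mM EDTA, 0.1 mg/ml BSA, 1mM TCEP and 0.01% Tween-20.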
TrxR1 substrate = rat thioredoxin reductase 1 substrate activity; hit rate 0.01% among 390,000; Potency, µM (titrated, usually from 114 µM), for the others: top-dose activity change, negative = substrate turnover; purified TrxR1 substrate turnover, NADPH consumption readout; AID 588456; O89049; note: potency is the fitted concentration of half-maximal effect; % is set by controls: 0 for no effect and ±100 for the full control effect; nearly all actives have a fitted effect of over 50% in size
Target sequence (O89049 whole entry, looked up): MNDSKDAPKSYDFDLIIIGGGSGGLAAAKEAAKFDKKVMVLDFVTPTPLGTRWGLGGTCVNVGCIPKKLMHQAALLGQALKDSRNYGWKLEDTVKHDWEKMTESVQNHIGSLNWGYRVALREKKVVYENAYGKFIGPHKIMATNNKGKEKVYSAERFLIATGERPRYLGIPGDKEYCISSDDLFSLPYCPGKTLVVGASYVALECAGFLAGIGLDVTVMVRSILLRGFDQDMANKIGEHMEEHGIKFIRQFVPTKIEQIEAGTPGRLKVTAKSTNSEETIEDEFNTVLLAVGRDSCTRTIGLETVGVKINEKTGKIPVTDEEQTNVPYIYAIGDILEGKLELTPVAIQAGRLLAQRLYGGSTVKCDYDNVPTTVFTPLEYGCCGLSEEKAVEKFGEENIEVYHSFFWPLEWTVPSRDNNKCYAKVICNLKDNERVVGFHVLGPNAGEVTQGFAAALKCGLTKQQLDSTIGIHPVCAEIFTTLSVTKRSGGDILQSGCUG
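Rat TrxR1, dispensed at 90 nM, was prereduced with 400 uM NADPH (final) for 5 min at ~22 deg C, then incubated with compound 15 min before 400 uM selenite. A first-read NADPH fluorescence drop versus no-compound background flagged substrates.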
PI4K2A inh = blocks human PI4K2A kinase activity. purified PI4K2A, ADP-Glo luminescence, 1 h; active compounds read low. activity change, negative = inhibition, % at 76.9 µM. hit rate 0.13% among 420,000; in the data active = activity change below about -50%; inconclusive = mostly about -30% to -49%;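 note: -100% = wells without enzyme as full effect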
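Compounds are screened against recombinant PI4K2A using PI as substrate and ATP, the latter dispensed at 300 microM. Reactions run one hour at ambient temperature before ADP-Glo detection; full inhibition defined by wells lacking enzyme.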
HP1b binding inh = inhibitors of HP1-beta chromodomain binding to methylated histone tails. AlphaScreen HP1-beta / biotin-H3K9me3 peptide binding. AID 540317. P83916. Potency, µM (titrated, usually from 114 µM), for the others: at the highest dose activity change, negative = inhibition, hits mostly inhibitors. hit rate 0.56% among 390,000; note: potency is the fitted concentration of half-maximal effect; nearly all actives have a fitted effect of over 70% in size; inactives centre near 23
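AlphaScreen: HP1-beta (50 nM) preformed 30 min with biotin-H3(1-18)K9me3 peptide (50 nM) in PBS pH 7.4, 0.01% Tween-20. Compound added for 30 min at RT, then streptavidin donor/nickel chelate acceptor beads (10 ug/mL) for 30 min.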
Tb PGK inh = inhibitors of T. brucei phosphoglycerate kinase; P07378; PGK/GAPDH coupled, Kinase-Glo luminescence, 60 min; Potency, µM (doses to about 57.5 µM), without a hit: top-dose activity change, negative = inhibition, actives largely listed as inhibitors; hit rate 0.043% among 380,000; note: potency is the fitted concentration of half-maximal effect; % is set by controls: 0 for no effect and ±100 for the full control effect; nearly all actives have a fitted effect of over 60% in size
Target sequence (P07378 whole entry, looked up): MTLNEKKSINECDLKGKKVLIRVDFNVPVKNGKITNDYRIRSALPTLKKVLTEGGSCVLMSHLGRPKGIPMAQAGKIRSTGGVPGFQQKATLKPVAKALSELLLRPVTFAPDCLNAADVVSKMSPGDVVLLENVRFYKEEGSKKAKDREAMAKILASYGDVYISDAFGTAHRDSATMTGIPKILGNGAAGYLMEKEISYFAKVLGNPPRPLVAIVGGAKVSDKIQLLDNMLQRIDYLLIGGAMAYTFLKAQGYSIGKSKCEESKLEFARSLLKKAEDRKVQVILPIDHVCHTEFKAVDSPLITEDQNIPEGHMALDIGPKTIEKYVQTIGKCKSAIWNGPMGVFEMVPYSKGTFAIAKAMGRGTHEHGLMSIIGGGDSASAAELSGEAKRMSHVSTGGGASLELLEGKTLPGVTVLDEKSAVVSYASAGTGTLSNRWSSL
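Recombinant glycosomal PGK reaction used 1,3-bisphosphoglycerate generated in-well by GAPDH (100nM final) in 100mM TEA pH 7.6, 5mM MgCl2, 0.01% Tween-20. After 60 minutes at room temperature, ATP was read by Kinase-Glo Plus luminescence end-point.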
rTrxR1 inhibitor = blocks rat thioredoxin reductase 1; O89049; recombinant rTrxR1, NADPH fluorescence consumption, selenite substrate; Potency, µM (series often up to 114 µM), for inactives: at the top dose activity change, negative = inhibition, most hits filed as inhibitors; hit rate 1% among 390,000; AID 588453; note: potency is the fitted concentration of half-maximal effect; % is set by controls: 0 for no effect and ±100 for the full control effect; nearly all actives have a fitted effect of over 65% in size
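Rat TrxR1 (90 nM in the dispensed reagent) was pre-reduced with 400 uM NADPH for 5 min at room temperature, then incubated with compound for 15 min. After 400 uM selenite was added, NADPH fluorescence (Ex 340/Em 450 nm) was followed for 8 min.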
Pin1 inhibitor = inhibitors of human Pin1. Potency, µM (titrated, usually from 115 µM), for inactives: top-dose activity, negative = inhibition, usual class: inhibitors. hit rate 0.009% among 390,000. Pin1 FP peptide displacement, HiFluor488, 10 min. Q13526; active = well fitted inhibition curve with a large enough effect in the polarisation, with a control signal flat, not every such curve was filed as active; inconclusive = small, poorly fitted or top-dose-only effect, or effect the other way, or a change in a side signal; inactive = no such curve, though single readings can be large or run the other way; the % refers to the polarisation; note: potency is the fitted concentration of half-maximal effect; % is set by controls: 0 for no effect and ±100 for the full control effect
Target sequence (Q13526 whole entry, looked up): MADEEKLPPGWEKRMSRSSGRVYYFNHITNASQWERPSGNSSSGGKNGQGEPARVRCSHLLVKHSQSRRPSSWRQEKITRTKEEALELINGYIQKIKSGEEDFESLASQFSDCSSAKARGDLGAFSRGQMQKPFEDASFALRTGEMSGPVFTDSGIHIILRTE
IDH1 R132H inh = blocks human mutant IDH1 R132H enzyme | O75874 | Potency, µM (highest dose often 76.6 µM), inactives show top-dose activity change, negative = inhibition, usual class: inhibitors | IDH1-R132H enzyme, NADPH consumption, diaphorase/resazurin fluorescence | hit rate 0.093% among 390,000 | AID 602179; note: potency is the fitted concentration of half-maximal effect; % is set by controls: 0 for no effect and ±100 for the full control effect; nearly all actives have a fitted effect of over 65% in size
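IDH1-R132H (0.5 ug/mL) preincubated 30 min with compound, then NADPH (0.016 mM) and alpha-KG (2 mM) added; 80 min at RT, pH 7.5. Remaining NADPH coupled via diaphorase/resazurin to fluorescence (540/590 nm); concentration-response curves normalized to no-enzyme control.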
GLS inhibitor = blocks human kidney-isoform glutaminase activity; O94925; GLS enzymatic activity, qHTS titration; Potency, µM (highest dose often 45.5 µM), for the others: at the top dose activity change, negative = inhibition, usual class: inhibitors; hit rate 0.21% among 410,000; AID 624170; note: potency is the fitted concentration of half-maximal effect; % is set by controls: 0 for no effect and ±100 for the full control effect
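Coupled fluorescence readout: glutamate oxidase/HRP/Amplex Red detect glutamate formed by hKGA from L-glutamine (1 mM solution added). Buffer 45 mM KH2PO4 pH 8.2, 0.02% Tween-20; reads at t0 and 30 min RT.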
* marks the source's active call; other numbers are inactive results; i = inactive; ? = inconclusive; nt = no result given; [ ] = another dose, or the depositor's remark. Unless noted, calls come from the whole dose curve; as a rule, active = well fitted curve in the direction sought with a large enough effect; inconclusive = small, poorly fitted or top-dose-only effect, or another doubt; inactive = no such curve, though single readings can be large; an effect the other way counts as inactive or inconclusive.

no.	compound	USP1-UAF1 inh	TrxR1 substrate	PI4K2A inh	HP1b binding inh	Tb PGK inh
1	Cc1cc2ccccc2n1-c1ccc(C(=O)N2CCCCC2)s1	-18%	9%[57.1 µM]	-3	59%[activator]	-3%
2	CCN(CC)S(=O)(=O)c1ccc(-c2nnc(SCC(=O)N3c4ccccc4CC3C)o2)cc1 (configuration not stated)	-7%	-1%	6	35%	nt
3	COc1cc(/C=C/C(=O)O)cc(S(=O)(=O)NCc2ccco2)c1OC	-16%	4%	0	-11%	i
4	Cc1cccc(-c2nc(CN3CCCC(C(=O)NCCc4ccc(Cl)cc4)C3)c(C)o2)c1 (configuration not stated)	-33%	-2%	-2	14%	-3%
5	CCS(=O)(=O)N1CCN(Cc2c[nH]c3ccccc23)CC1	-8%	-7%	0	?	-5%
6	CC1=NN(C(=O)c2c(Br)cnn2C)C(O)(C(F)(F)F)C1 (configuration not stated)	-15%	7%[57.1 µM]	2	-11%	-4%
7	CCOC(=O)c1c(C)n(-c2ccc(OC)cc2)c2c(C/C(C)=N/O)c(Br)c(OC)c(O)c12	4%	1%	5	12%	-1%
8	COc1cccc(-c2cc(C(=O)Nc3cccnc3)no2)c1	-19%	12%[57.1 µM]	-6	43%[activator]	-5%
9	Cc1cccc2cc(CN(CC3CCCO3)C(=O)NC3CCCCC3)c(=O)[nH]c12 (configuration not stated)	4%	1%	0	20%	-9%
10	CCCSc1nnc2n(C)c(=O)c3c4c(sc3n12)CCC4	-22%	2%[57.1 µM]	-3	37%	2%
11	CC(=O)c1ccc(NC(=O)CSc2nc3c(=O)n(C)c(=O)n(C)c3n2C)cc1	-11%	1%[57.1 µM]	-23	31%	i
12	Nc1nnc(SCC(=O)Nc2ccc(N3CCOCC3)c(Cl)c2)s1	-2%	2%	-2	12%	-1%
13	Cc1ccc2c(CC(=O)Nc3nnc(C(C)C)s3)coc2c1C	1%	5%	-2	61%[activator]	-4%
14	COc1cccc(CNC(=O)C2CCN(S(=O)(=O)c3ccc(C)cc3)CC2)c1	-22%	9%	3	44%[activator]	1%
15	CC(C)OC(=O)Cn1nnc(-c2ccccc2)n1	-18%	1%	3	61%[activator]	i

no.	rTrxR1 inhibitor	Pin1 inhibitor	IDH1 R132H inh	GLS inhibitor
1	18%[57.1 µM]	40%[activator]	3%	2%
2	31%	2%	2%	-5%
3	-9%[57.1 µM]	-10%	2%	-5%
4	23%	-10%	15%	-2%
5	15%[57.1 µM]	-2%	6%	-23%
6	13%[57.1 µM]	0%	0%	-22%
7	20%	0%	0%	4%
8	14%[57.1 µM]	-6%	-7%	3%
9	13%	-10%	-1%	-1%
10	9%[57.1 µM]	?	2%	6%
11	8%[57.1 µM]	7%	-3%	-1%
12	9%	-1%	11%	0%
13	6%	1%	-14%	-18%
14	25%	2%	4%	1%
15	2%	2%	5%	-3%

Nos. 1 to 7 of the list above:
no.	compound	USP1-UAF1 inh	TrxR1 substrate	PI4K2A inh	HP1b binding inh	Tb PGK inh
1	Cc1cc2ccccc2n1-c1ccc(C(=O)N2CCCCC2)s1	-18%	9%[57.1 µM]	-3	59%[activator]	-3%
2	CCN(CC)S(=O)(=O)c1ccc(-c2nnc(SCC(=O)N3c4ccccc4CC3C)o2)cc1 (configuration not stated)	-7%	-1%	6	35%	nt
3	COc1cc(/C=C/C(=O)O)cc(S(=O)(=O)NCc2ccco2)c1OC	-16%	4%	0	-11%	i
4	Cc1cccc(-c2nc(CN3CCCC(C(=O)NCCc4ccc(Cl)cc4)C3)c(C)o2)c1 (configuration not stated)	-33%	-2%	-2	14%	-3%
5	CCS(=O)(=O)N1CCN(Cc2c[nH]c3ccccc23)CC1	-8%	-7%	0	?	-5%
6	CC1=NN(C(=O)c2c(Br)cnn2C)C(O)(C(F)(F)F)C1 (configuration not stated)	-15%	7%[57.1 µM]	2	-11%	-4%
7	CCOC(=O)c1c(C)n(-c2ccc(OC)cc2)c2c(C/C(C)=N/O)c(Br)c(OC)c(O)c12	4%	1%	5	12%	-1%

no.	rTrxR1 inhibitor	Pin1 inhibitor	IDH1 R132H inh	GLS inhibitor
1	18%[57.1 µM]	40%[activator]	3%	2%
2	31%	2%	2%	-5%
3	-9%[57.1 µM]	-10%	2%	-5%
4	23%	-10%	15%	-2%
5	15%[57.1 µM]	-2%	6%	-23%
6	13%[57.1 µM]	0%	0%	-22%
7	20%	0%	0%	4%

Following part:
no.	compound	USP1-UAF1 inh	TrxR1 substrate	PI4K2A inh	HP1b binding inh	Tb PGK inh
16	CCc1ccc(C2C(=O)c3ccccc3C2=O)cc1	-23%	-5%	1	18%	i
17	O=C(O)/C=C/C(=O)N(Cc1ccccc1)Cc1ccco1	-13%	7%[57.1 µM]	-2	28%	-3%
18	CC[C@@]1(C(=O)OC)N[C@H](CN(C)S(=O)(=O)c2ccc(-c3ccccc3)cc2)[C@@H]2C(=O)N(Cc3ccccc3)C(=O)[C@@H]21	-29%	2%	0	43%	-2%
19	Cn1ccnc1Sc1nc2c(c(=O)n(C)c(=O)n2C)n1C	-26%	10%	-1	23%	-11%
20	Cc1oncc1C(=O)NC1CCCCC1	-18%	7%[57.1 µM]	4	44%	-3%
21	O=C(OCC(=O)N1CCc2ccccc2C1)c1c(F)cccc1Cl	-7%	0%	7	58%[activator]	-4%
22	CC(=O)c1ccc(-c2ccc(C(=O)NC3CCCCCC3)o2)cc1	0%	11%[57.1 µM]	-5	27%	i
23	Cc1ccc(/C=N/N2CCN(C3c4ccccc4-c4ccccc43)CC2)o1	-25%	-1%	13	?	-10%
24	Cc1ccc(C)c(S(=O)(=O)N2CCN(C(=O)CNC(=O)c3ccc4ccccc4c3)CC2)c1	-9%	0%	4	1%	-7%
25	CC1(C)CC(=O)C(C=NCCN2CCN(C(=S)Nc3ccccc3)CC2)=C(O)C1	-10%	6%	-2	45%[activator]	-13%
26	CCOC(=O)C(Oc1ccc(=O)[nH]n1)C(C)=O (configuration not stated)	-6%	4%	8	4%	-7%
27	CC(=O)c1ccc(N2CCN(CC(=O)Nc3cc(C)on3)CC2)cc1	2%	-5%	1	31%	5%
28	CO/C([O-])=N/c1c[n+](-c2ccc(Cl)cc2)no1	1%	-16%	-1	35%	i
29	Cc1oc2cc3oc(=O)c(CC(=O)NCCC(=O)O)c(C)c3cc2c1C	-16%	2%	4	32%	6%
30	c1coc(-c2nc3n(n2)C2(CCCCC2)[C@@H]2CCCC[C@@H]2N3)c1	-24%	1%	3	30%	-1%

no.	rTrxR1 inhibitor	Pin1 inhibitor	IDH1 R132H inh	GLS inhibitor
16	-4%	-5%	-4%	-9%
17	7%[57.1 µM]	-1%	2%	0%
18	23%	5%	3%	-2%
19	14%	-2%	3%	4%
20	8%[57.1 µM]	2%	2%	-6%
21	10%	-3%	7%	-3%
22	30%[57.1 µM]	0%	1%	-2%
23	3%	-2%	-11%	4%
24	23%	41%[activator]	-4%	2%
25	2%	6%	4%	16%
26	23%	-6%	9%	-8%
27	-8%	5%	-14%	7%
28	?	2%	0%	-2%
29	0%	-11%	19%	8%
30	-12%	-7%	-3%	-2%

A second format for some results above:
22) CC(=O)c1ccc(-c2ccc(C(=O)NC3CCCCCC3)o2)cc1
6) CC1=NN(C(=O)c2c(Br)cnn2C)C(O)(C(F)(F)F)C1 (configuration not stated)
compound no.	22	6
USP1-UAF1 inh	0%	-15%
TrxR1 substrate	11%[57.1 µM]	7%[57.1 µM]
PI4K2A inh	-5	2
HP1b binding inh	27%	-11%
Tb PGK inh	i	-4%
rTrxR1 inhibitor	30%[57.1 µM]	13%[57.1 µM]
Pin1 inhibitor	0%	0%
IDH1 R132H inh	1%	0%
GLS inhibitor	-2%	-22%

Additional results:
no.	compound	USP1-UAF1 inh	TrxR1 substrate	PI4K2A inh	HP1b binding inh	Tb PGK inh
31	COc1ccc(C(=O)N/C(=C\c2ccco2)C(=O)OCc2ccco2)cc1	-16%	-22%[57.1 µM]	1	-6%	-12%
32	Cc1nc2c(C)cccn2c(=O)c1NC(=O)c1ccco1	?	-6%	-2	22%	-5%
33	COc1ccc(C(=O)NCc2cn3ccccc3n2)cc1	-17%	19%	-1	24%	i
34	CCCN1CCC(NC(=S)Nc2ccc(OC)c(OC)c2)CC1	-21%	4%	-2	56%[activator]	-4%
35	CC(C)CC1NC(=O)N(CC(=O)c2ccc3c(c2)OCCO3)C1=O (configuration not stated)	-11%	8%[57.1 µM]	4	26%	-2%
36	COc1ccc(-c2nn3c(=O)cc(CN4CCN(S(=O)(=O)c5ccc(C)cc5)CC4)nc3s2)cc1	-26%	6%[57.1 µM]	-1	24%[57 µM]	-1%
37	Nc1cc(=O)[nH]c(SCC(=O)Nc2cc(S(=O)(=O)N3CCCCCC3)ccc2Cl)n1	0%	12%[57.1 µM]	-12	22%	-5%
38	CN(C)c1cccc2c(S(=O)(=O)N3CCOCC3)cccc12	-20%	-5%	-9	34%	i
39	Cn1c2ccccc2c2nnc(SCC(N)=O)nc21	1%	-2%	-3	23%	nt

no.	rTrxR1 inhibitor	Pin1 inhibitor	IDH1 R132H inh	GLS inhibitor
31	-80%	1%	1%	-9%
32	-8%	1%	9%	4%
33	6%	1%	1%	-2%
34	4%	1%	9%	25%
35	22%[57.1 µM]	-3%	0%	6%
36	11%[57.1 µM]	8%	-3%	4%
37	20%[57.1 µM]	39%[activator]	0%	3%
38	-10%	-6%	1%	8%
39	16%	1%	6%	1%

Some of the compounds tested (hit frequency here may not be typical).
